# CHOP UPR activ – activators of apoptotic CHOP UPR arm, primary screen, cell-based, CHO-CHOP luciferase reporter, luminescence, uHTS. activation, % at 10 µM. AID 449763, 2010. UPR activation; percent of tunicamycin response over DMSO baseline. 330,000 compounds, 0.34% hits;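 active = at 10 µM dose, activation of 40% or more, normalized to positive control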;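 note: 100% = tunicamycin at 10 µg/mL and 0% = DMSO alone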
#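 measured by = luciferase luminescence | assay system = CHO-CHOP cells, stable luciferase reporter of PERK-eIF2a-CHOP signalling | amount = 500 reporter cells seeded per well | timing = 6 h compound exposure at 37 °C after overnight seeding | controls = positive tunicamycin 10 µg/mL, negative DMSO alone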
# TIM10 inh – growth inhibitors of isogenic TIM10 control yeast, primary screen, counter-screen for tim10-1 yeast inhibitor project, luminescence, uHTS; inhibition, % at 10 µM; 330,000 compounds, 1.4% hits; AID 463195, 2010; S. cerevisiae TIM10 strain growth, BacTiter-Glo luminescence, 24 h;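 active = inhibition of 40% or more at the single tested concentration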;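 note: wild-type TIM10 isogenic control strain grown at permissive 25 °C; 0% = DMSO yeast wells and 100% = minimal medium wells without yeast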
# Mdm2-MdmX inh – inhibitors of human Mdm2-MdmX association, primary screen, cell-based, luminescence, split luciferase, SaOS-2, uHTS. 330,000 compounds, 3% hits. AID 485346, 2010. SaOS-2 split-luciferase Mdm2/MdmX complementation. inhibition, % at 8 µM;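 active = inhibition of at least 50% at 8 µM in the primary screen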
# Target sequence (O15151 whole entry, looked up): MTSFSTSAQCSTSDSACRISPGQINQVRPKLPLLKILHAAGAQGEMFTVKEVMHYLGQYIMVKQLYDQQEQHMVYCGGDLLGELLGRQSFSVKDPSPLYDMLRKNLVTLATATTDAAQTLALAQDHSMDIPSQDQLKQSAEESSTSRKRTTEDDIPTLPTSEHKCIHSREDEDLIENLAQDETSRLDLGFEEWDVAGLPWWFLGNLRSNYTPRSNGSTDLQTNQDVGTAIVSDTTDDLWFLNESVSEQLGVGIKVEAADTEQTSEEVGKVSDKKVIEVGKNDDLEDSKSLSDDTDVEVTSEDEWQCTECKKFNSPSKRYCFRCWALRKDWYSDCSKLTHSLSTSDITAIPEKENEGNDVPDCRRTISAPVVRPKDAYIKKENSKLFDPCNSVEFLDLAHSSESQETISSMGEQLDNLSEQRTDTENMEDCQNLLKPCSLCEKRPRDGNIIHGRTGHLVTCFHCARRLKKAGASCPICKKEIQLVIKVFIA
# Target sequence (Q00987 whole entry, looked up): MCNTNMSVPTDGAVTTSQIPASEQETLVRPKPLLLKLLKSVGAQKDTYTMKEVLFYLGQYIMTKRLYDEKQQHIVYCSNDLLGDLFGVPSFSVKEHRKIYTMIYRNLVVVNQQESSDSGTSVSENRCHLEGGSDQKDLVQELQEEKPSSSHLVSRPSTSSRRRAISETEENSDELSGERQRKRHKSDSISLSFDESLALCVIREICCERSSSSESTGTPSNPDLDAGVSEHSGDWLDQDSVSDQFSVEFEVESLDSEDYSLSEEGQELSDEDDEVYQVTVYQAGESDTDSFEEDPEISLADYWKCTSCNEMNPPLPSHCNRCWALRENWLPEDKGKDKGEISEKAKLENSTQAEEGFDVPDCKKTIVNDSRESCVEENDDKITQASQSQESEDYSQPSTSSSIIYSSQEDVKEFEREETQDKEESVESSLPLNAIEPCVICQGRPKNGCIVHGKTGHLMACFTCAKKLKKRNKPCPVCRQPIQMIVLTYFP
# tim23-1 inh – growth inhibitors of tim23-1 mutant yeast, primary screen, luminescence, uHTS; S. cerevisiae tim23-1 growth, BacTiter-Glo luminescence, 24 h; inhibition, % at 20 µM; 330,000 compounds, 1.3% hits; AID 463212, 2010;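 active = growth inhibition of the mutant yeast at or above 50%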;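 note: temperature-sensitive mutant grown at 25 °C; plate controls were DMSO-treated mutant yeast for no effect and medium wells lacking yeast for full effect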
# tim10-1 inh – growth inhibitors of tim10-1 mutant yeast, primary screen, luminescence, uHTS; S. cerevisiae tim10-1 ts strain growth, BacTiter-Glo, 24 h; inhibition, % at 20 µM; 330,000 compounds, 2.2% hits; AID 463190, 2010;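 active = inhibition of at least 40%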;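 note: mutant grown at 25 °C; 0% = DMSO wells with yeast and 100% = wells holding no yeast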
# APJ antag – antagonists of human apelin receptor APJ, primary screen, CHO-K1 cells, beta-arrestin complementation, luminescence; P35414; inhibition, % at 20 µM; 330,000 compounds, 0.32% hits; AID 2521, 2010;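 active = inhibition above about 40% at 20 µM, limit read from the data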;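 note: cells challenged with 10 nM apelin-13 agonist together with compound; plate controls were apelin-13 plus DMSO wells for no effect and DMSO wells lacking apelin-13 for full effect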
# APJ agonist – agonists of human apelin receptor APJ, primary screen, CHO-K1 cells, PathHunter beta-arrestin, luminescence | P35414 | 0% DMSO wells, 100% apelin | activation, % at 20 µM | 330,000 compounds, 0.11% hits | AID 2520, 2010;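 active = activation more than six SD over the plate average, tested at 20 µM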;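 note: 0% = DMSO alone and 100% = apelin-13 at 10 nM; some results filed as inactive read as strong as hits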
#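 Material: CHO-K1 APJ beta-arrestin complementation cell line; Input: cell density 1000 per well; Incubation: compound stimulation 90 min at 25 °C, detection 60 min; Signal: luminescence from split beta-galactosidase complementation, Galacton Star/Emerald II substrate; Controls: DMSO-only wells as negative, 10 nM Apelin-13 as positive control.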
# UPR XBP1 act – activators of adaptive XBP1 UPR arm, primary screen, cell-based, CHO-XBP1 luciferase reporter, luminescence, uHTS. activation, % at 20 µM. 330,000 compounds, 0.33% hits. IRE1-XBP1 UPR activation; percent of tunicamycin response, DMSO as zero. AID 463104, 2010;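 active = versus positive control, 20 µM dose yields 30% or more activation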;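 note: 100% = tunicamycin at 10 µg/mL and 0% = DMSO only wells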
#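 Material – CHO cell line with stable XBP1 luciferase reporter · Buffer or medium – F12 plus 10% FBS · Compound – single point, 20 µM final compound, 1% DMSO · Schedule – 16-18 h cell attachment at 37 °C, then 6 h compound exposure · Signal – Steady-Glo luminescence read · Benchmarks – high control tunicamycin 10 µg/mL final, low control DMSO vehicle only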
# CXCR6 inh – CXCR6 receptor inhibitors, primary screen, cell-based, beta-arrestin, luminescence, CHO-K1 PathHunter, 1536-well; C-X-C chemokine receptor type 6 (Homo sapiens), O00574; inhibition, % at 20 µM; 360,000 compounds, 0.36% hits; in the data active = inhibition above about 34%, passing the limit was not always enough;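 note: antagonist mode with CXCL16 agonist at 10 nM final; 0% = 10 nM CXCL16 with DMSO and 100% = unstimulated wells without agonist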
# * marks the source's active call; other numbers are inactive results; . = no result given. Only part of the results is shown; the hit share may differ from the screen's.
SMILES,CHOP UPR activ,TIM10 inh,Mdm2-MdmX inh,tim23-1 inh,tim10-1 inh,APJ antag,APJ agonist,UPR XBP1 act,CXCR6 inh
O=S(=O)(c1ccc(S(=O)(=O)N2CCOCC2)cc1)N1CCCC1,0.5,10,10,11,8,-11,-1,1,1
COC(=O)c1sccc1NC(=S)Nc1ccc(OC)cc1,-1.2,-11,25,3,12,12,-1,-3,-1
O=C(COC(=O)COc1cccc(Br)c1)Nc1ccc(F)cc1F,-0.3,-9,17,12,0,0,1,-3,4
COc1ccc(/C=C(\NC(=O)c2ccc(OC)cc2)C(=O)Nc2ccc(C(=O)O)cc2)cc1,0.3,-6,13,28,29,-9,-3,1,6
CN1CCN(C(=O)c2ccccc2-c2ccccc2C(=O)O)CC1,0.1,-16,5,13,-2,-1,-4,-2,-3
C=CCSc1nnc(COc2ccc(=O)n(-c3ccccc3)n2)n1CC,-0.7,0,13,-8,13,12,-1,-3,6
S=C(NCc1ccco1)Nc1cc(Cl)c(Cl)cc1Cl,0.7,42*,2,43,44*,11,3,2,3
O=C(c1ccccc1Sc1ccccc1[N+](=O)[O-])N1CCCCC1,-0.1,23,-13,33,25,13,1,0,10
CCOC(=O)N/N=C(\C)c1ccc(C)o1,3.8,-13,7,3,-10,6,1,0,-4
CCOC(=O)c1sc(NC(=O)Cn2nnc3sc4c(c3c2=O)CCCC4)nc1C,-0.5,-5,25,11,6,11,-2,-1,4
COc1cccc(-c2nc(C(=O)NCC3CCCO3)cc3c2[nH]c2ccccc23)c1 (stereo not given),6.6,17,65*,29,31,-20,0,5,13
Cc1ccc(S(=O)(=O)N2CCC[C@H]2C(=O)Nc2ccc(F)cc2C)cc1,-1.3,3,-12,11,-5,1,0,-4,6
COCCNC(=O)c1cccc(NC(=O)C2=C(C)OCCS2)c1,-0.1,-5,-28,7,19,12,1,-4,3
Cc1cc(/C=N/NC(N)=S)c(C)n1-c1ccc(Br)cc1,0.0,24,26,45,21,11,-2,5,14
COc1cc(OC)c(NC(=O)CC(C)=O)cc1Cl,-2.3,7,3,9,6,-15,-3,-2,-7
COCCN(C(=S)Nc1ccccc1OC)C(C)c1cccs1 (stereo not given),2.0,30,-23,42,31,-14,-3,-2,12
C/C(=N\O)C(=O)NCCCn1ccnc1,-0.5,-29,-9,13,6,17,-4,-4,10
O=C(NCc1ccc2c(c1)OCO2)c1ccc(CN2CCOCC2)cc1,2.0,2,10,6,7,-9,1,1,2
Cc1ccc(-n2nc3c(c2NC(=O)C(C)C)CS(=O)(=O)C3)c(C)c1,-1.0,-8,19,12,12,-4,-2,-2,-4
CCOc1ccccc1-n1c(SCC(=O)Nc2ccccc2C(=O)O)nc2ccccc2c1=O,-0.1,12,28,7,-12,4,-2,-12,2
O=C1C2CCCN2C(c2ccco2)N1c1ccc(F)cc1 (stereo not given),-0.6,-8,14,-7,9,18,2,2,0
Cc1ccc(CCNC(=O)CS(=O)Cc2nc(-c3cccs3)oc2C)cc1 (stereo not given),-0.8,15,2,23,10,-1,-2,-1,1
CC1(C)CC(NC(=O)c2cccc([N+](=O)[O-])c2)CC(C)(C)N1,0.6,3,33,12,8,1,0,-2,4
O=C(CCCN1C(=O)c2cccc3cccc(c23)C1=O)NCCN1CCOCC1,0.1,-4,12,5,2,4,-3,0,-23
O=C(COC(=O)Cc1ccc(Br)cc1)NCc1ccc2c(c1)OCO2,1.1,-12,25,5,4,13,0,1,8
COc1ccc(OC)c(-n2c(=S)[nH]c3cc(C(=O)N4CCCCC4)ccc3c2=O)c1,1.8,-20,16,-1,22,25,-3,-3,9
Cc1ccccc1C(=O)NNC(=O)CN1C(=O)c2ccccc2C1=O,0.5,19,-8,17,23,-3,-2,-3,-7
O=C(COc1ccc(Cl)cc1Cl)Nc1ccccn1,-9.0,26,-9,58*,47*,-4,-2,-6,1
COc1nc(OC)nc(N(C)CCO)n1,-1.4,-6,12,-9,-8,-13,0,-2,0
CCOc1ccc2c(c1)C(N(CCN1CCOCC1)C(=O)Nc1ccccc1)CC(C)(C)O2 (stereo not given),0.9,-20,9,16,8,4,-4,-2,2
Cc1nc2ccc(NC(=O)C3CCN(S(=O)(=O)c4cccs4)CC3)cc2s1,0.2,10,-8,14,11,-9,8,-2,-5
CN(C)CC1CCCCC1OC(=O)c1ccc(S(=O)(=O)N(C)c2ccccc2)cc1 (stereo not given),-0.5,5,23,9,19,5,-1,-1,7
COCCNC(=O)CN(Cc1ccccc1)C(=O)CCC(=O)Nc1nccs1,0.3,11,9,3,-17,8,-2,-4,5
CCOc1ccc(C(=O)NCC(=O)NC(C)c2ccc(-n3ccnc3)cc2)cc1OCC (stereo not given),1.0,-1,21,9,-4,10,-6,-6,12
NC(=O)c1sc2nc3c(c(-c4cccnc4)c2c1N)CCC3,-1.8,-17,7,9,13,4,-1,-2,-3
Cc1cc(C)c(S(=O)(=O)c2ccccc2Cl)c(=O)[nH]1,-0.6,11,-2,14,-23,21,-4,3,6
COc1ccc(CCNC(=O)c2cnc(Cl)c(Cl)c2)cc1,-0.2,-23,0,1,17,-19,0,-4,-6
C=CCn1c(C)cc(C(=O)CN2C(=O)NC3(CCCc4ccccc43)C2=O)c1C (stereo not given),0.3,16,-34,-1,9,-9,-2,-5,-7
CCOC(=O)c1c(NC(=O)CN2CCN(C(=O)C3CCCO3)CC2)sc(C)c1C (stereo not given),-0.8,13,-8,16,18,7,-3,0,-3
CCN(CC)S(=O)(=O)c1ccc(N/N=C/c2cc(OC)c(OC)cc2OC)nc1,2.1,-29,21,-40,-16,17,-2,25,-1
O=C(CCNC(=O)N1CC(=O)Nc2ccccc21)Nc1ccc(Br)cc1F,-2.1,4,8,3,-5,6,-4,-3,-4
Cc1cc2nc(SCCOC(=O)Nc3ccc(Cl)cc3)nc(C)c2cc1C,0.6,16,20,14,32,7,-3,-5,0
Cc1nc2c(C(=O)NCc3ccco3)cnn2c(C)c1Cc1ccc(F)cc1Cl,-1.0,13,20,9,30,9,-6,-2,15
C[C@H](NC(=O)c1[nH]cnc1C(=O)Nc1ccccc1)C(=O)OC(C)(C)C,2.1,25,31,30,24,16,-3,-5,14
CCc1noc(C)c1C(=O)OCC(=O)c1ccc(NC(C)=O)cc1F,0.6,3,19,29,-5,7,-1,-3,-4
Cc1nc(N2CCOCC2)nc(N2CCCC2)c1[N+](=O)[O-],-0.4,-25,12,-26,-19,-10,-1,1,-8
Cc1ccccc1NC(=O)N1CCC(NC(=O)C2CCCCC2)CC1,0.2,-14,12,2,9,-6,1,-2,4
Cc1ccc(-c2nn3c(-c4ccco4)nnc3c3ccccc23)cc1S(=O)(=O)NCC1CCCO1 (stereo not given),4.3,11,53*,-2,14,11,-10,11,0
COc1ccc(-c2cc(=O)oc3cc(OCC(=O)Nc4ccc(CCO)cc4)ccc23)cc1,2.2,-5,1,-4,-9,11,-1,-4,-6
O=C1c2ccccc2NC(c2ccc(Cl)cc2Cl)N1Cc1ccccc1 (stereo not given),3.1,20,4,35,23,5,-2,-2,10
Cc1ccc(S(=O)(=O)Cn2nnnc2C(c2ccccn2)N2CCN(c3ccccc3)CC2)cc1 (stereo not given),-0.9,5,1,14,10,-17,-4,1,14
CC(=O)CSc1nnc(CN2C(=O)CSc3ccc(C(F)(F)F)cc32)n1C,-0.4,2,-4,-7,2,-1,-3,-3,5
CCOC(=O)Cc1csc(NC(=O)CCN2C(=O)c3ccccc3C2=O)n1,1.0,-15,-4,16,-6,11,-3,1,-7
CCOc1ccc(/C=C2\SC(=S)N(CC(=O)N(CCO)C(C)(C)C)C2=O)cc1,1.0,6,27,19,14,10,0,-1,6
CC(C)(C)c1ccc(C(=O)c2c[nH]c(C(=O)NCCc3ccccn3)c2)cc1,1.7,-7,6,-4,7,-6,-3,-2,-3
O=C(C1CCCN1S(=O)(=O)c1cccc2nsnc12)N1CCCCC1 (stereo not given),0.2,5,-25,4,-3,5,-1,-1,-1
CCCCc1ccc(NC(=O)Nc2cc(C)nn2C)cc1,-0.3,22,23,10,14,4,1,3,-7
CCCCCCSc1cc(-c2nc3cnccn3c2NCCCC)ccc1OC,0.5,6,7,21,12,-4,-1,-4,-4
COC(=O)CN1C(=O)Nc2ccc(Br)cc2C1c1ccccc1 (stereo not given),-1.8,3,-19,1,29,-3,-1,-1,5
COCCn1c(C)cc(/C=C(\C#N)C(=O)OCC(=O)Nc2ccc(S(N)(=O)=O)cc2)c1C,2.7,-10,7,7,-7,15,13,7,0

# An excerpt of these results, with values under each structure:
# Each structure is followed by: CHOP UPR activ, TIM10 inh, Mdm2-MdmX inh, tim23-1 inh, tim10-1 inh, APJ antag, APJ agonist, UPR XBP1 act, CXCR6 inh
- CC(=O)CSc1nnc(CN2C(=O)CSc3ccc(C(F)(F)F)cc32)n1C
  -0.4, 2, -4, -7, 2, -1, -3, -3, 5
- CCOC(=O)Cc1csc(NC(=O)CCN2C(=O)c3ccccc3C2=O)n1
  1.0, -15, -4, 16, -6, 11, -3, 1, -7
- CCOc1ccc(/C=C2\SC(=S)N(CC(=O)N(CCO)C(C)(C)C)C2=O)cc1
  1.0, 6, 27, 19, 14, 10, 0, -1, 6

# Continued:
SMILES,CHOP UPR activ,TIM10 inh,Mdm2-MdmX inh,tim23-1 inh,tim10-1 inh,APJ antag,APJ agonist,UPR XBP1 act,CXCR6 inh
C=CCOc1ccccc1CN(C(=O)CCl)c1ccc2c(c1)OCO2,7.5,33,90*,46,5,-1,-2,-7,3
CCc1nnc(N/N=C\c2ccc(OC(C)=O)c(OC)c2)n1N,5.0,11,11,16,21,-22,0,4,-8
O=C(CSC(=S)N1CCCC1)N1CCN(S(=O)(=O)c2cccc([N+](=O)[O-])c2)CC1,1.2,-1,-2,16,22,-33,6,-3,-31
CC1C/C(=N\NC(=O)c2ccc(NS(=O)(=O)c3ccc(Br)cc3)cc2)CC(C)(C)C1 (stereo not given),1.5,9,-4,1,-3,-3,-3,-3,2
Cc1ccccc1N1CC(C(=O)Nc2ccncc2)CC1=O (stereo not given),-1.4,8,5,-7,-16,-51,9,2,-1
O=C1CN=C(Nc2ccccc2Cl)N1c1ccccc1,-3.3,0,-18,26,7,10,-3,-2,-4
CCCNC(=O)OC[C@H]1O[C@H](CCO/N=C/C[C@@H]2C=C[C@H](OC(C)=O)[C@@H](COC(C)=O)O2)C=C[C@@H]1Oc1ccc(OC)cc1,0.9,3,11,12,2,8,8,-2,.
